ER stress rescue = rescue of cells from ER stress-induced death, primary screen, 384-well, CSM14.1, thapsigargin, ATP luminescence (AID 1222); cellular ATP content (survival), % at 20 µM, or EC50 in µM where a hit was titrated; 190,000 tested, under 10 active; CSM14.1 thapsigargin-induced death rescue, ATP luminescence; higher % means a stronger effect;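 active = EC50 below 50 µM in the dose-response confirmation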;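 also: death triggered by thapsigargin at about 15 µM added after 2 h compound pretreatment; cell ATP read after overnight thapsigargin exposure of roughly 18 to 22 hours; normalized against plate controls of thapsigargin alone and 5% DMSO vehicle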
UTI89 phage lysis = inhibition of K1F phage lysis, E. coli UTI89, bacterial capsule biogenesis inhibitors, alamar blue (AID 488966); E. coli UTI89 K1F phage lysis, alamar blue, 2 h; higher % means a stronger effect; inhibition, % at 100 µM; hits with a dose series show IC50 in µM; 0.02% of 340,000 active;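 active = phage lysis inhibition, versus mean bacterial control, above a set limit; inconclusive = no clear call, values can overlap the other calls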;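 also: capsule biogenesis inhibitors block K1F phage lysis so surviving cells raise fluorescence; higher fluorescence means more inhibition of phage lysis; actives were called in the ten point dose series up to 300 µM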
NS5 inhibitors = Dengue-2 NS5 methyltransferase inhibitors, primary screen, biochemical, confirmation dose response (AID 588689) | Genome polyprotein (Dengue virus type 2 (strain 16681-PDK53)) | Dengue-2 NS5 methyltransferase capping enzyme assay, biochemical; higher % means a stronger effect | inhibition, % at 25 µM, or IC50 in µM where a hit was titrated | 0.3% of 340,000 active; in the data active = a potency from the dose series; inconclusive = inhibition above about 29% without an active follow-up result
WT yeast gro inh = growth inhibition of WT strain, primary screen, mitochondrial fusion inhibitor project, WT and mutant strains, chemical genetic; mitochondrial fusion phenotypic screen; 2.1% of 190,000 active; AID 1362, 2008; inhibition, % at 10 µM; in the data active = inhibition above about 58%; tested in S. cerevisiae
RSV antiviral HEp-2 = RSV antiviral activity via CPE protection, HEp-2 cells, primary 10 µM value included (AID 2391). HEp-2 cells, RSV-induced CPE inhibition; higher % means a stronger effect. one-dose CPE inhibition, % at 10 µM; IC50 in µM for titrated hits. 0.13% of 310,000 active; in the data active = a potency from the dose series; inconclusive = CPE inhibition mostly from about 23% at the one dose, without a potency; inactive = the rest, 99 in 100 with CPE inhibition below about 21%; also: strong numbers were not always called active
XIAP antagonists = XIAP antagonists, biochemical, IAP family, fluorescence polarization (AID 1018); E3 ubiquitin-protein ligase XIAP (Homo sapiens); XIAP BIR domain, fluorescence polarization peptide displacement; higher % means a stronger effect; one-dose displacement, % at 20 µM; IC50 in µM for titrated hits; 0.007% of 200,000 active; in the data active = displacement above about 50%; also: a part of the inactive calls stands beside numbers as strong as those of hits
SV40 large T antigen = SV40 large T antigen inhibitors, biochemical (AID 1903); inhibition, % at 20 µM; hits with a dose series show IC50 in µM; 0.39% of 310,000 active; SV40 large T antigen ATPase/helicase inhibition assay; higher % means a stronger effect; in the data active = a potency from the dose series; inconclusive = inhibition mostly from about 32% at the one dose, without a potency; inactive = the rest, 99 in 100 with inhibition below about 32%; also: strong numbers were not always called active
West Nile virus CPE = West Nile virus antiviral activity, cell-based, CPE readout (AID 1621); West Nile virus-infected cells, CPE inhibition; higher % means a stronger effect; CPE inhibition, % at 10 µM; hits with a dose series show IC50 in µM; 0.02% of 290,000 active; in the data active = a potency from the dose series; inconclusive = CPE inhibition mostly from about 3.7% at the one dose, without a potency; inactive = the rest, 99 in 100 with CPE inhibition below about 2.2%; also: strong numbers were not always called active
Yfh1-off respiration = enhancers of respiration in Yfh1-depleted yeast, dose response, Friedreich's ataxia, plus single-dose screen (AID 1465) | S. cerevisiae Yfh1-off respiration, WST-1 reduction, 72 h; higher fold induction means a stronger effect | 0.074% of 220,000 active | fold induction at 50 µM, or EC50 in µM where a hit was titrated;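 active = fold induction of absorbance versus untreated yeast above a set limit, then at least 30% activation at any dose in follow-up; inconclusive = repeats straddling the limit, or above it without dose testing; inactive = fold induction below the set limit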;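 also: activators that raise dye reduction in frataxin-depleted yeast; strong numbers were not always called active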
WT yeast gro inh mutant strain = recorded beside WT yeast gro inh, whose call it bears; inhibition, %; mitochondrial fusion phenotypic screen, mutant strain inhibition
NS5 inhibitors pilot replicate = recorded beside NS5 inhibitors, whose call it bears; inhibition, %; measured here: pilot screen replicate inhibition
Starred values were filed as active, the others as inactive; i = inactive; ? = inconclusive; . = no result given; [ ] = another dose, or the depositor's remark.

Start of the data: the first two entries as a preview:
SMILES	ER stress rescue	UTI89 phage lysis	NS5 inhibitors	WT yeast gro inh	WT yeast gro inh mutant strain	RSV antiviral HEp-2	XIAP antagonists	SV40 large T antigen	West Nile virus CPE	Yfh1-off respiration	others
Cc1cc(C(=O)NNc2cc(Cl)ccc2Cl)no1	.	-0.4%	-5%	.	.	-0.2%	.	19%	-0.4%	i
CCOc1ccc(NC(=O)CCC(=O)c2ccc(Br)cc2)cc1	.	3.3%	1%	.	.	2.0%	.	11%	-0.5%	.

All compounds of this part, from the start:
SMILES	ER stress rescue	UTI89 phage lysis	NS5 inhibitors	WT yeast gro inh	WT yeast gro inh mutant strain	RSV antiviral HEp-2	XIAP antagonists	SV40 large T antigen	West Nile virus CPE	Yfh1-off respiration	others
Cc1cc(C(=O)NNc2cc(Cl)ccc2Cl)no1	.	-0.4%	-5%	.	.	-0.2%	.	19%	-0.4%	i
CCOc1ccc(NC(=O)CCC(=O)c2ccc(Br)cc2)cc1	.	3.3%	1%	.	.	2.0%	.	11%	-0.5%	.
CN(C)c1ccc(/C=N/NS(=O)(=O)c2ccc(Br)cc2)cc1	.	0.2%	4%	.	.	6.8%	.	25%	0.4%	i
CCCCOc1ccccc1NC(=O)CSc1nnnn1C(C)(C)C	0.6%	-0.2%	5%	-7	-37	2.8%	-3.4%	1%	-0.3%	i	NS5 inhibitors pilot replicate=-0.2
Cc1ccc(N2C(=O)c3ccccc3NC2(C(=O)O)c2ccccc2)cc1Cl (stereo not drawn)	.	1.1%[50 µM]	-2%	.	.	2.6%	.	3%	3.0%	.
O=C(O)CCCC(=O)Nc1ccc(C(=O)NCc2cccnc2)cc1	-1.8%	0.9%	2%	6	11	1.1%	-5.1%	5%	0.6%	i
N#CN=C1CCCCCN1CC(N)=O	-2.6%	0.1%	6%	1	-2	0.0%	-7.6%	7%	-0.1%	i
O=C(CSc1nccn1-c1ncc(C(F)(F)F)cc1Cl)c1ccc(Br)cc1	-0.9%	-0.3%	-25%	13	11	1.1%	-2.8%	-8%	-0.2%	i
CCN(Cc1ccccc1)S(=O)(=O)c1ccc(OC)cc1	.	-0.6%	-10%	.	.	7.2%	.	7%	0.6%	.
Cc1ccc2[nH]c3c(=O)n(Cc4ccco4)cnc3c2c1	.	0.1%	-9%	.	.	1.7%	.	20%	0.0%	i
O=C(Nc1ccc(S(=O)(=O)Nc2ncccn2)cc1)c1ccc(F)c(S(=O)(=O)N2CCOCC2)c1	.	-0.4%	12%	.	.	-0.8%	.	5%	0.2%	i
Cc1ccc(C(=O)/C=C\Nc2ccc(C)c(C)c2)cc1	-6.8%	4.8%	12%	-10	15	2.7%	-7.4%	7%	0.1%	i
Cc1onc(C(=O)Nc2ccc3c(c2)OCO3)c1[N+](=O)[O-]	.	0.9%	-6%	.	.	1.0%	.	2%	0.0%	.
CCCC(=O)C1C(=O)CC(CC(C)SCC)CC1=O (stereo not drawn)	-0.4%	1.7%[50 µM]	-7%	-3	-4	1.8%	-7.7%	22%	-0.1%	i
CCC(C)(C)NC(=O)/C=C/c1cnc2ccccc2n1	-4.8%	-0.2%	4%	-8	12	1.4%	-3.1%	17%	0.7%	i
CCCc1cc(C(=O)Cc2nc3ccccc3s2)c(O)cc1O	-0.5%	-0.4%	12%	-22	35	3.5%	-4.9%	-1%	-0.1%	i
O=C(Nc1ccc(F)cc1)c1cccnc1NCCc1ccccc1	-1.2%	-0.7%[50 µM]	2%	44	11	3.5%	-5.5%	13%	-0.5%	i
COC(=O)CSc1nnc2cc(C)c3ccccc3n12	.	-0.2%	-5%	.	.	1.1%	.	14%	0.2%	i
Cn1c(=O)c2c(nc(Cc3ccc(N)cc3)n2C)n(C)c1=O	.	0.5%	-2%	.	.	2.5%	.	8%	0.2%	i
Cc1cc(NC(=O)C(C)SCC(=O)N(Cc2ccccc2)c2ccccc2)no1 (stereo not drawn)	.	0.2%[50 µM]	-10%	.	.	40µM*	.	8%	.	.
Cc1cc(C)n(-c2nc(Nc3ccccc3C(F)(F)F)nc(-n3nc(C)cc3C)n2)n1	-7.2%	-0.6%	-8%	16	-18	-0.3%	-0.7%	6%	?	i
Cc1ccc(C(=O)NN2C(=O)C3C4C=CC(C4)[C@@H]3C2=O)cc1 (stereo partly drawn)	.	3.4%	10%	.	.	2.4%	.	8%	0.4%	i
Cc1c(C)c2ccc(Oc3ccc([N+](=O)[O-])cc3C(F)(F)F)c(C)c2oc1=O	-0.7%	-1.3%	-9%	9	-1	8.8%	-2.8%	5%	.	.
CC(=O)Nc1ccc(NC(=O)COC(=O)c2ccco2)cc1	0.4%	-0.1%	0%	4	-12	3.1%	-7.8%	-1%	.	i
Cc1ccc2[nH]cc(CCNC(=O)Nc3ccccc3)c2c1	2.3%	0.8%	-5%	0	-8	3.2%	-9.5%	8%	-0.1%	i
Next section.
SMILES	ER stress rescue	UTI89 phage lysis	NS5 inhibitors	WT yeast gro inh	WT yeast gro inh mutant strain	RSV antiviral HEp-2	XIAP antagonists	SV40 large T antigen	West Nile virus CPE	Yfh1-off respiration	others
Cc1ccc(NC(=S)Nc2cc(C)on2)cc1	.	.	.	.	.	5.6%	.	9%	-0.3%	i
CC(C)C(O)C1CCN(Cc2nc(Cc3ccccc3Cl)no2)CC1 (stereo not drawn)	-1.1%	0.1%	-3%	6	-4	1.0%	-1.8%	2%	-0.7%	i
CC(=O)N(c1nc(CCl)cs1)c1cccc(C)c1C	-1.2%	-0.3%	3%	0	-1	3.2%	0.3%	0%	0.1%	i
CCCCn1c(SCc2cccc([N+](=O)[O-])c2)nc2ccsc2c1=O	-1.7%	0.3%[50 µM]	-5%	7	-5	?	-7.2%	2%	-0.7%	i
CCSc1nc2[nH]ncc2c(=O)[nH]1	-0.4%	2.2%	-9%	-6	0	1.8%	0.9%	17%	-0.5%	i
C=CCOc1ccccc1CN1CCC(C(=O)Nc2cccc(-c3ccn[nH]3)c2)CC1	.	0.9%	3%	.	.	-0.8%	.	8%	-0.6%	.
Cc1cc(C(=O)Nc2ccccc2N2CCOCC2)c2ccccc2n1	-0.7%	0.1%	1%	19	19	1.9%	-6.5%	14%	0.0%	i
CCOc1ccc(NS(=O)(=O)c2c(C(=O)N3CCCCCC3)c(C)n(C)c2C)cc1	.	-0.1%	-7%	.	.	3.4%	.	.	0.4%	.
CCOC(=O)N1CCC(NC(=O)c2ccc(OC)c(CN3CC(=O)N4CCCC4C3=O)c2)CC1 (stereo not drawn)	1.8%	1.3%	-1%	8	5	1.1%	-10%	5%	-0.2%	i
Cc1cc(C)nc(SCCC(=O)Nc2ccccc2)n1	-1.6%	0.7%	-1%	-42	-69	-0.4%	-6.2%	-11%	0.0%	i
Cc1ccc2nsnc2c1NC(=O)c1cccc([N+](=O)[O-])c1	-3.3%	.	.	-5	-8	1.6%	-4.6%	21%	-0.7%	i
O=C(CCSc1ccccc1)Nc1nc2c(s1)COc1ccccc1-2	2.5%	0.1%	-3%	-11	-28	3.0%	-12%	2%	-0.1%	i
CC(C)(C)c1ccc(C(=O)Nc2ccc(C=C(C#N)C#N)cc2)cc1	-5.7%	3.4%	2%	-7	-5	?	-3.7%	2%	-0.6%	i
CCOC(=O)CC1=CC(C)(CC(=O)OCC)C(C#N)(C#N)C(N)=C1C#N (stereo not drawn)	-1.2%	6.1%	0%	-4	-10	3.2%	-5.3%	22%	-0.1%	i
C=CCN(c1nc(C)cc(OC)n1)S(=O)(=O)c1ccccc1	.	0.2%	-7%	.	.	2.6%	.	14%	-0.4%	.
COc1ccc(-c2nc(CS(=O)CC(=O)NCCCN3CC(C)CC(C)C3)c(C)o2)cc1OC (stereo not drawn)	2.1%	0.2%	-5%	-7	-21	0.2%	-4.4%	-3%	0.0%	i
COc1cccc(N2CCN(c3ccc4nnc(CCC(=O)Nc5ccccn5)n4n3)CC2)c1	.	-0.1%	-10%	.	.	2.5%	.	11%	0.4%	.
c1ccc(-c2nn3cnnc3c3ccccc23)cc1	-0.8%	-0.6%	1%	10	-14	5.3%	-4.5%	12%	0.2%	i
O=C(CSc1nc2ccc(Cl)cc2[nH]1)c1cccs1	.	0.6%[50 µM]	-11%	.	.	11%	.	17%	-0.1%	i
O=C(O)Cc1ccc(NC(=O)c2ccc(Cl)c(Cl)c2)cc1	0.2%	4.8%	-1%	8	1	-1.3%	-3.1%	2%	-0.2%	i
Clc1ccc(-c2nc3ncccn3c2Cl)cc1	.	0.3%	-5%	4	25	15%	-15%	-3%	-0.3%	i
CC(OC(=O)C1CC(=O)N(Cc2ccccc2)C1)C(=O)Nc1ccccc1[N+](=O)[O-] (stereo not drawn)	.	1.8%[50 µM]	-6%	.	.	-1.2%	.	20%	.	.
Cc1cc(C)n(-c2nnc(C)n2/N=C/c2ccc(O)cc2)n1	0.1%	2.0%	-13%	-15	-14	-1.5%	3.5%	9%	1.2%	i
Cn1c(=O)c(C#N)c(-c2ccc(F)cc2)c2cc(C(=O)c3cc(Cl)cc(Cl)c3O)cnc21	.	-0.1%	5%	.	.	3.3%	.	14%	-0.9%	.
COc1cc(/C=C2\CCCc3c2nc2ccccc2c3C(=O)O)cc(Cl)c1O	.	0.0%	-11%	.	.	0.2%	.	37%	0.8%	.
Next section:
SMILES	ER stress rescue	UTI89 phage lysis	NS5 inhibitors	WT yeast gro inh	WT yeast gro inh mutant strain	RSV antiviral HEp-2	XIAP antagonists	SV40 large T antigen	West Nile virus CPE	Yfh1-off respiration	others
COc1ccc(-c2noc(-c3ccc(Cl)cc3[N+](=O)[O-])n2)cc1OC	-0.8%	2.6%	-1%	6	-6	6.4%	-4.9%	13%	-1.6%	i
Cc1c(C(=O)N2CCCC2)sc(NC(=O)c2ccc(Cl)cc2)c1C#N	-1.2%	0.7%	0%	7	-19	2.9%	-3.7%	-26%	0.1%	i
O=C(NN1C(=O)/C(=C/c2ccc(O)cc2)SC1=S)c1ccccc1O	.	0.0%	?	.	.	1.6%	.	38%	1.5%	.
Cc1cccc(C(=O)NC2CC3CCCC(C2)N3C(=O)NC2CCCCC2)c1 (stereo not drawn)	-0.6%	-0.1%	0%	1	-9	0.8%	-2.9%	-4%	-1.2%	i
O=C(C1=NN[C@@H]2C(=O)N(c3cccc(C(F)(F)F)c3)C(=O)[C@H]12)c1ccc2ccccc2n1	-1.7%	3.8%	-7%	-13	-3	1.2%	-1.9%	24%	-0.7%	i
Cc1nc(C)c(-c2nnc(-c3ccccc3Cl)o2)cc1C(=O)NN	.	1.3%[50 µM]	-5%	.	.	-1.4%	.	22%	0.0%	i
CCN(CC)S(=O)(=O)c1ccc(N2CCN(C)CC2)c(NC(=O)Nc2ccccc2F)c1	.	0.0%	-7%	.	.	-0.6%	.	0%	1.3%	.

Source: PubChem BioAssay
